aSyn UTR inh: 5' untranslated region of α-synuclein, MLPCN primary screen; alpha-synuclein 5'UTR reporter, inhibitor activity; inhibition, % (tested at 7.5 µM); 0.82% of 300,000 active; AID 1813; in the data active = inhibition above about 60%; inconclusive = no clear call, values can overlap the other calls;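 also: H4 neuroglioblastoma cells stably carrying SNCA 5'UTR luciferase fusion; 0% = DMSO wells and 100% = positive control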
HSF1 inh: HSF1 inhibition. 0.77% of 300,000 active. activity change, negative = inhibition, % at 7.5 µM (by protocol). NIH3T3-HGL HSE-luciferase, MG132-induced, luminescence 8 h; stronger effect = lower value;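 active = more than half of replicate wells show activity change below -50%, luminescence cut by over half; inconclusive = some wells, but at most half, below -50%; inactive = no replicate well below -50%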;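 also: luciferase reports HSF-1 transcriptional activity via heat shock element; 0% = median of DMSO wells and -100% = zero luminescence signal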
GSK3B inh: inhibitors of human GSK3beta kinase; P49841; GST-GSK3beta kinase, ADP-Glo luminescence, 60 min; stronger effect = lower value; activity score (negative = inhibition), % at 10 µM; 0.038% of 300,000 active; AID 2097;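 active = more than half of replicate wells score below -50%, meaning over 50% inhibition versus plate controls; inconclusive = some replicates but at most half score below -50%; inactive = no replicate scores below -50%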;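 also: 0% = median DMSO wells and -100% = median GW8510 positive control wells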
Target sequence (P49841 whole entry, looked up): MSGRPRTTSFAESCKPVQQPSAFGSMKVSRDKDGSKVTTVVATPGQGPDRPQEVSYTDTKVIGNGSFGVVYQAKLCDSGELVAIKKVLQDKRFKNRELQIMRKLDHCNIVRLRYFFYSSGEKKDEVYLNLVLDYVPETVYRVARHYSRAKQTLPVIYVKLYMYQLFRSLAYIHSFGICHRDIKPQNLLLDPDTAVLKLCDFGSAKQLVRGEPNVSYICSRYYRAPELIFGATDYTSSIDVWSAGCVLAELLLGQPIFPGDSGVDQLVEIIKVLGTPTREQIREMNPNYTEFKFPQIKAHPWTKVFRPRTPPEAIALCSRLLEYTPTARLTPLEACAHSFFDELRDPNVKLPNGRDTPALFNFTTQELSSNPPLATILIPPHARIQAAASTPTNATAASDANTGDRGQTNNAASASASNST
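test system = GST-tagged human GSK3beta kinase, cell-free | reagent = 25 µM ATP with peptide substrate | dosing = one dose of 10 µM per compound | schedule = 60 min reaction, RT | detection = luminescent ADP-Glo measurement of ADP formed | control set = DMSO neutral wells and GW8510 at 20 µM as positive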
IEC-6 cytotox: IEC-6 cytotoxicity, counter-screen for KLF5 inhibitors. luminescence viability. inhibition, % at 5 µM. 0.78% of 290,000 active. AID 1825; in the data active = inhibition above about 22%;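 also: 0% = plate median of test compound wells and 100% = cytotoxic reference compound wells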
HIF activator: HIF pathway transcriptional activation. activation, % at 7.5 µM (by protocol). AID 1910. U2OS HRE-luciferase reporter, luminescence; normalized: DMSO 0%, desferrioxamine 100%. 0.32% of 300,000 active;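 active = mean activation of at least 10% of the iron chelator positive control signal, with at least half of replicates also reaching 10%; inconclusive = mean and replicate majority disagree about reaching 10%; inactive = mean and most replicates under 10%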
KLF5 inhibitor: kruppel-like factor 5 inhibition. inhibition, % at 5 µM. 0.23% of 290,000 active. DLD-1 KLF5 promoter-luciferase reporter, luminescence;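 active = inhibition above a per-plate limit of that plate's mean compound inhibition plus 3 SD, cut at about 60% in these data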;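 also: 0% = DMSO wells and 100% = LY294002 at 200 µM; higher means less KLF5 promoter-driven luciferase light; inactives centre near -14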
AI-2 QS mod: Vibrio harveyi AI-2 quorum sensing modulation. 0.4% of 300,000 active. activity change, % at 7.5 µM. Vibrio harveyi JMH597 AI-2 luminescence/OD600 ratio, 9 h; stronger effect = lower value; strain lacks LuxN and CqsS sensors; 0 = neutral-control median. AID 2094; in the data active = activity change below about -75%, passing the limit was not always enough; inconclusive = no clear call, values can overlap the other calls;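 also: luminescence divided by OD600 gain over 9 h not by final OD600 alone; inactives centre near 13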
HSF1 activator: increases HSF-1 driven luciferase reporter signal. NIH3T3-HGL HSF-1 luciferase reporter, MG132, 8 h; 100% = twice DMSO control signal. activation, % at 9 µM. 1.7% of 300,000 active. AID 504408;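 active = mean replicate activation of at least 50% with a set share of replicates each reaching 50%; inconclusive = only one of those two conditions met; inactive = mean below 50% and too few replicates reaching it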;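 also: 0% = median of the neutral control wells and 100% = twice that signal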
GSK3A inh: inhibitors of human GSK-3 alpha kinase; AID 2650; inhibition, % at 10 µM; 0.1% of 320,000 active; ADP-Glo luminescence, 60 min;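 in the data active = inhibition above about 50%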;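 also: GST-tagged GSK-3 alpha with peptide substrate and 25 µM ATP; 0% = DMSO neutral wells and 100% = GW8510 positive control wells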
Target sequence (P49840 whole entry, looked up): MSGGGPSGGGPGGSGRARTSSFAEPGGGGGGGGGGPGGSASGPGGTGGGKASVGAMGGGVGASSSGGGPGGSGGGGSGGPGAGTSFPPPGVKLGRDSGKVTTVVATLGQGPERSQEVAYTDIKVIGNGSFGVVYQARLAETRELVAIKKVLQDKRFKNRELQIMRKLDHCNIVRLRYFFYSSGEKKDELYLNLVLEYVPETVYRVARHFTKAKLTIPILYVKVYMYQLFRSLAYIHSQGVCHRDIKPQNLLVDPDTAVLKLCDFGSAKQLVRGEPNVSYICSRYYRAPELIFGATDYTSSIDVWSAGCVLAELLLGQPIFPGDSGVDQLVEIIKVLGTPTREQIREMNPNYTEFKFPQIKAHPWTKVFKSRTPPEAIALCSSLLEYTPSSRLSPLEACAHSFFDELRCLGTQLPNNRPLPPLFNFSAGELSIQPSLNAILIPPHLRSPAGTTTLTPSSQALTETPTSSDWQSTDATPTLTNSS
HSP90 inh: inhibitors of HSP90 luciferase refolding in rabbit reticulocyte lysate | luciferase refolding luminescence, 3 h | inhibition, % at 5.6 µM | 0.91% of 290,000 active | AID 1789;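 active = inhibition above the screen-wide mean plus 3 SD, computed separately per campaign, cut at about 16% in these data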;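 also: 0% = DMSO wells and 100% = 60 µM geldanamycin wells; inhibitors lower the luminescence because luciferase stays unfolded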
* marks the source's active call; other numbers are inactive results; ? = inconclusive; . = no result given.

molecule,aSyn UTR inh,HSF1 inh,GSK3B inh,IEC-6 cytotox,HIF activator,KLF5 inhibitor,AI-2 QS mod,HSF1 activator,GSK3A inh,HSP90 inh
Cc1ccc(OCc2nnc(SCC(=O)N3C(C)CCCC3C)o2)cc1 (stereo unspecified),7,1,3,0,-2.2,-16,16,5,2,-4
COc1c(F)c(F)c(C(=O)Nc2c(C)cc(Br)cc2C)c(F)c1F,-8,1,-1,3,-0.3,-25,22,-4,0,3
COc1ccc(C2=NN(Cc3ccccc3)C3C(=O)NC(=O)C23)cc1 (stereo unspecified),-39,2,1,6,1.0,-25,22,12,23,1
CC/C(=N\NC(=S)NC(C)C)c1ccc(OC(F)F)cc1,18,-5,5,2,-0.3,-14,19,-10,-2,4
C=CCNC(=O)N1CCC(CO)(Cc2ccc(Cl)cc2)CC1,16,-7,0,9,-0.1,-1,7,-1,-3,4
CCCCN(C)C(=O)c1cc2c(Cl)nc3ccccc3c2s1,20,-3,2,-6,-22,-52,0,13,-1,-1
CC(C)CNC(=O)C(=O)Nc1cc2c3c(c1)CCC(=O)N3CCC2,-11,-1,-2,0,-0.2,-44,12,6,-2,-4
O=C(OCC(=O)N1CCN(S(=O)(=O)c2ccc(Cl)cc2)CC1)c1cccc(OC(F)F)c1,8,1,-2,.,-12,.,9,13,-4,.
Cc1ccc(S(=O)(=O)Nc2ccc3c(c2)nc(C)n3C)cc1,-13,-4,2,-2,0.1,-1,24,-6,1,1
O=C(NC(Nc1nc2ccc([N+](=O)[O-])cc2s1)(C(F)(F)F)C(F)(F)F)c1cccnc1,?,3,-21,5,1.0,5,25,13,6,5
Nc1ncc(S(=O)(=O)c2ccc(Cl)cc2)c(N)n1,2,0,0,3,-4.9,0,37,7,-2,1
CCS(=O)(=O)c1ccc(O)c(NC(=O)COc2ccc(OC)cc2)c1,12,3,-4,-6,-3.7,3,20,5,-3,-2
CCCCNc1nc(Nc2ccc(C)c(Cl)c2)c2cnn(C)c2n1,-1,14,0,4,-11,-20,17,65*,-4,-3
C=CCc1ccccc1OCC(=O)O,7,-9,0,-5,-0.6,-6,6,-14,-3,1
O=C(CN1CCN(S(=O)(=O)c2ccc(Br)cc2)CC1)N/N=C/c1ccc(Cl)c([N+](=O)[O-])c1,-23,7,-2,2,0.1,-28,28,8,-2,3
CCOC(=O)C[C@H]1c2cc(C(F)(F)F)ccc2S(=O)(=O)N1Cc1ccccc1,11,-2,-1,.,-1.2,.,-2,17,2,.
COc1cccc(NC(=O)CC2C(=O)NCCN2C(=S)Nc2ccc(F)cc2)c1 (stereo unspecified),11,3,1,10,-0.2,-1,10,1,2,6
O=C(CCc1ccccc1)NNC(=S)Nc1ccc(F)cc1,10,1,1,4,0.7,-33,10,-7,-1,4
CC(C)(C)OC(=O)N/N=C/c1cccn1-c1ccc([N+](=O)[O-])cc1,1,1,2,-1,-0.1,-13,24,-6,-2,-2
CCOC(=O)N1CCC(NS(=O)(=O)c2cc3c(cc2C)NC(=O)CO3)CC1,18,2,-3,1,0.6,-14,1,14,-2,-1
COc1ccccc1CC(=O)N1CCC(CCC(=O)NC2CC2)CC1,10,0,4,2,0.5,-16,6,-2,-2,-7
O=C1CN=C(Nc2ccccc2)N1Cc1cccs1,6,4,3,4,-0.2,-27,21,4,.,-2
NC(=O)C1=C[C@@H](c2csc3ccccc23)C[C@@H](OCc2ccc(CO)cc2)O1,30,7,-3,.,0.0,.,5,-10,-4,.
Cc1ccc2nc(SCC(=O)c3ccc4c(c3)OCO4)[nH]c2c1,-41,13,2,4,0.0,0,-2,-5,0,-2
COc1cccc2c(=O)n(CC(=O)NC3CCCCC3)ccc12,-1,-2,0,0,0.2,-9,1,3,-4,-1

14 entries from above, with values under each structure.
Below each SMILES – aSyn UTR inh, HSF1 inh, GSK3B inh, IEC-6 cytotox, HIF activator, KLF5 inhibitor, AI-2 QS mod, HSF1 activator, GSK3A inh, HSP90 inh
Cc1ccc(OCc2nnc(SCC(=O)N3C(C)CCCC3C)o2)cc1 (stereo unspecified)
→ 7, 1, 3, 0, -2.2, -16, 16, 5, 2, -4
COc1c(F)c(F)c(C(=O)Nc2c(C)cc(Br)cc2C)c(F)c1F
→ -8, 1, -1, 3, -0.3, -25, 22, -4, 0, 3
COc1ccc(C2=NN(Cc3ccccc3)C3C(=O)NC(=O)C23)cc1 (stereo unspecified)
→ -39, 2, 1, 6, 1.0, -25, 22, 12, 23, 1
CC/C(=N\NC(=S)NC(C)C)c1ccc(OC(F)F)cc1
→ 18, -5, 5, 2, -0.3, -14, 19, -10, -2, 4
C=CCNC(=O)N1CCC(CO)(Cc2ccc(Cl)cc2)CC1
→ 16, -7, 0, 9, -0.1, -1, 7, -1, -3, 4
CCCCN(C)C(=O)c1cc2c(Cl)nc3ccccc3c2s1
→ 20, -3, 2, -6, -22, -52, 0, 13, -1, -1
CC(C)CNC(=O)C(=O)Nc1cc2c3c(c1)CCC(=O)N3CCC2
→ -11, -1, -2, 0, -0.2, -44, 12, 6, -2, -4
O=C(OCC(=O)N1CCN(S(=O)(=O)c2ccc(Cl)cc2)CC1)c1cccc(OC(F)F)c1
→ 8, 1, -2, ., -12, ., 9, 13, -4, .
Cc1ccc(S(=O)(=O)Nc2ccc3c(c2)nc(C)n3C)cc1
→ -13, -4, 2, -2, 0.1, -1, 24, -6, 1, 1
O=C(NC(Nc1nc2ccc([N+](=O)[O-])cc2s1)(C(F)(F)F)C(F)(F)F)c1cccnc1
→ ?, 3, -21, 5, 1.0, 5, 25, 13, 6, 5
Nc1ncc(S(=O)(=O)c2ccc(Cl)cc2)c(N)n1
→ 2, 0, 0, 3, -4.9, 0, 37, 7, -2, 1
CCS(=O)(=O)c1ccc(O)c(NC(=O)COc2ccc(OC)cc2)c1
→ 12, 3, -4, -6, -3.7, 3, 20, 5, -3, -2
CCCCNc1nc(Nc2ccc(C)c(Cl)c2)c2cnn(C)c2n1
→ -1, 14, 0, 4, -11, -20, 17, 65*, -4, -3
C=CCc1ccccc1OCC(=O)O
→ 7, -9, 0, -5, -0.6, -6, 6, -14, -3, 1

Further compounds
molecule,aSyn UTR inh,HSF1 inh,GSK3B inh,IEC-6 cytotox,HIF activator,KLF5 inhibitor,AI-2 QS mod,HSF1 activator,GSK3A inh,HSP90 inh
c1ccc(CSc2nc3ncncc3[nH]2)cc1,-11,5,2,-5,0.0,-33,26,13,-2,-2
C=CCSC1=N/C(=C\c2sccc2C)C(=O)S1,-24,-3,4,-1,1.1,-9,2,-3,-2,2
O=C(CCCc1ccccc1)NCCC1=CCCCC1,2,15,2,-2,0.6,-28,19,34,-1,-4
Cc1cccc(NC(=S)N2CCN(c3ccccc3F)CC2)c1C,5,-8,-5,-8,-13,-65,3,8,-3,1
O=C(CCC(=O)N1CCN(Cc2ccccc2)CC1)Nc1nnc(C2CCCCC2)s1,-9,-2,3,-11,0.1,-42,23,8,-3,-3
O=C1C(=O)N(CCN2CCOCC2)C(c2cccnc2)/C1=C(/O)c1ccc(Cl)cc1 (stereo unspecified),7,-1,1,-1,-0.9,-27,29,1,-2,0
O=C(COc1ccc(C(=O)c2ccccc2)cc1)Nc1cccnc1,24,-11,.,-1,2.3,-17,.,-15,-1,0
CCN(CC)c1ccc(NC(=O)CN2CCN(CC(=O)Nc3ccccc3F)CC2)cc1,17,-1,0,4,-1.0,16,29,0,-2,-2
O=C(C[n+]1cccc2ccccc21)c1ccc(NC(=O)c2ccccc2)cc1,-23,-21,-2,2,-0.2,-4,13,-20,-1,0
O=C(CN1C(=O)NC2(CCCC2)C1=O)Nc1cccc(Cl)c1,4,-9,2,2,0.1,-16,20,-4,-2,-7
CCOC(=O)C1CCN(C(=O)COC(=O)c2ccc(Br)o2)CC1,2,4,-3,-6,-0.1,3,28,4,-1,4
FC(F)(F)c1cccc(Nc2nc(N3CCOCC3)nc(N3CCOCC3)n2)c1,8,-2,3,-9,-1.8,9,25,-4,0,-6
Cc1c(CCC(=O)NCCC(=O)O)c(=O)oc2cc3occ(-c4ccccc4)c3cc12,19,-9,2,-2,-0.9,5,17,1,1,1
Cc1nc(C)n(C(C)CNC(=O)c2ccco2)n1 (stereo unspecified),17,-1,5,1,-0.5,-19,28,-17,-1,1
Cc1cc(NC(=O)CSc2nnc(-c3ccccc3)c(-c3ccccc3)n2)no1,39,0,1,-4,-0.6,-3,24,24,1,-4
CC(C)(C)c1ccc(/C=C/C(=O)Nc2ncccn2)cc1,-155,14,3,1,2.4,-43,-44,?,-2,-4
O=C(CCC(=O)N1CCN(S(=O)(=O)c2cccc(F)c2)CC1)c1cccs1,-9,-2,-1,-4,0.0,-6,21,2,-2,-2
COc1ccc(CCNC(=O)C(=O)c2c(C)n(C)c3ccccc23)cc1OC,13,-3,-2,3,-0.2,-14,31,-8,1,-1
CC(=O)Nc1ccc(NC(=O)c2ccc(COc3ccc(C)cc3)o2)cc1,-7,24,2,-8,1.9,-108,20,44,-2,-1
CC(C)NC(=O)CN(Cc1ccccc1)S(=O)(=O)c1ccccc1,3,5,0,-5,.,-13,6,-3,-2,-5
Cn1c(O)c(N=NC(=O)Cn2c(C(F)(F)F)nc3ccccc32)c2ccccc21,0,-6,0,1,-0.6,3,0,2,0,4
Cc1c(C(=O)NC(=S)NCc2cccnc2)oc2ccccc12,30,2,-2,0,0.0,-3,18,10,-2,-3
O=C(Oc1cccnc1)c1cccc(Cl)c1,11,-5,0,4,-0.3,-22,4,-3,2,1
Fc1ccc(NC(=S)NCc2ccc3c(c2)OCO3)cc1,-16,16,0,1,0.5,-32,0,29,.,2
O=C(CN1CCc2cc3c(cc2C1)OCCCO3)Nc1ccc(F)cc1,-8,-12,6,5,-0.5,-4,-1,3,0,4

Additional records
molecule,aSyn UTR inh,HSF1 inh,GSK3B inh,IEC-6 cytotox,HIF activator,KLF5 inhibitor,AI-2 QS mod,HSF1 activator,GSK3A inh,HSP90 inh
Cc1cc2[nH]cnc2c([N+](=O)[O-])c1C,11,-1,2,-6,-0.6,-18,-21,2,1,4
Cc1cc2c(=O)n(CC(=O)N3CCN(c4ccc(F)cc4)CC3)cnc2s1,19,-9,-2,-3,-0.6,-42,-4,-8,1,-2
NC(=O)CC(NC(=O)Cc1ccc(Br)cc1)c1ccc(NCCN2CCOCC2)c([N+](=O)[O-])c1 (stereo unspecified),18,-7,-2,2,-3.2,-7,30,-12,1,-4
COc1ccc(C2=NOC(C(=O)Nc3ccc4c(c3)OCCO4)C2)cc1OC (stereo unspecified),9,-10,0,-4,0.2,6,12,-4,-2,-1
